Screening data: PubChem, National Center for Advancing Translational Sciences (NCATS)
MmCpn inh – Inhibitors of TCP-1 ring complex (TRiC) of Methanococcus maripaludis (MmCpn): qHTS. actives 0.031% (n = 330,000). Chaperonin Mm-Cpn (Methanococcus maripaludis). Potency, µM (series often up to 76.9 µM), for inactives: at the highest dose activity, negative = inhibition, actives largely listed as inhibitors. purified Mm-Cpn ATPase, ADP Transcreener TR-FRET. AID 504842, 2011; further: potency means the concentration at half of the fitted maximal effect; on the % scale 0 is the no-effect control and ±100 the full control effect; nearly all actives have a fitted effect of over 80% in size
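Compound-treated chaperonin, 25 nM final, turns over 10 uM ATP at 37°C for 30 min following a 10 min preincubation; ADP generated competes with ADP-d2 for Eu-cryptate antibody, lowering FRET.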
CCT modulator – High-Throughput Screening for Modulators of Cytosolic Chaperonin Activity | purified chaperonin ATPase assay, HTRF ADP detection, 30 min | activity change, % (test concentration not listed), hits read low | actives 0.3% (n = 360,000) | AID 651819, 2012; in the data active means activity change below about -30%; further: on the % scale 0 is the no-effect control and ±100 the full control effect
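Nucleotide hydrolysis assay: TRiC at 20–40 nM final (set by batch activity) with 10 uM ATP, 30 min at 37 °C, in presence of 76 uM compound. Detection by competitive ADP HTRF, 30 min ambient.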
A549 viability – Nrf2 qHTS screen for inhibitors: counterscreen for cytotoxicity; A549 ARE-Fluc cells, CellTiter-Fluor viability, 18-24 h; Potency, µM (highest dose often 46 µM), for inactives: at the top dose activity change, negative = cytotoxicity, usual class: inhibitors; actives 0.16% (n = 390,000); AID 504648, 2011; further: potency means the concentration at half of the fitted maximal effect; on the % scale 0 is the no-effect control and ±100 the full control effect
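Cytotoxicity counterscreen: CellTiter-Fluor fluorescence was measured in A549 ARE_Fluc cells after 18-24 h of compound exposure in a concentration series. The subsequent BugLite luminescent read reports ARE-luciferase activity.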
HepG2 viability – qHTS for Inhibitors of TGF-b: Cytotox Counterscreen | Potency, µM (titrated, usually from 46.1 µM), for the others: top-dose activity change, negative = cytotoxicity, most hits filed as cytotoxic | HepG2 CAGA-GFP viability, ATP luminescence, 18 h | actives 0.76% (n = 410,000); further: potency means the concentration at half of the fitted maximal effect; some results filed as inactive show a strong effect at the top dose
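HepG2 CAGA-GFP cells (1000/well, DMEM with 1% FBS) received compound, then TGF-beta at 500 pg/mL final, and were incubated 18 hours at 37 degrees C. Viability was read by CellTiter-Glo luminescence. Media-only wells were set as complete cell-killing and DMSO as no toxicity.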
Nrf2 activator – qHTS of Nrf2 Activators. AREc32 ARE-luciferase reporter (MCF7-derived line), luminescence, 24 h. Potency, µM (top dose mostly 46.1 µM), without a hit: at the highest dose activation, usual class: activators. actives 0.31% (n = 410,000). AID 624171, 2012; further: potency means the concentration at half of the fitted maximal effect; % of control where 0% means no effect; nearly all actives have a fitted effect of over 65% in size
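Steps: seed AREc32_Fluc cells (1000/well, 5% FBS OPTI-MEM); incubate overnight at 37 deg C; add 23 nL compound; incubate 24 hr; add Steady-Glo; hold 30 min RT; read luminescence.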
Nrf2 block – Nrf2 qHTS screen for inhibitors. Potency, µM (highest dose often 46 µM), without a hit: at the top dose activity change, negative = inhibition, most hits filed as inhibitors. AID 504444, 2011. A549 ARE-Fluc reporter, luciferase luminescence, 18-24 h. actives 2.1% (n = 360,000); further: potency means the concentration at half of the fitted maximal effect; on the % scale 0 is the no-effect control and ±100 the full control effect; nearly all actives have a fitted effect of over 60% in size
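A549 ARE_Fluc cells, 5000/well, 5% FBS OPTI-MEM; compounds in dose-response, 18-24 h at 37 °C/5% CO2; CellTiter-Fluor viability read (Ex 405/Em 525), then BugLite luciferase luminescence = Nrf2 activity.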
Abeta rescue – qHTS for compounds that reverse cellular toxicity of Amyloid beta (A-beta) peptide in yeast: Primary Screen; yeast expressing A-beta42, growth rescue, OD600, 48 h; response scale: 0% DMSO, 100% iron-clioquinol control; Potency, µM (series often up to 46.1 µM), without a hit: top-dose growth rescue, usual class: activators; actives 0.063% (n = 410,000); AID 1347071, 2019; further: potency means the concentration at half of the fitted maximal effect; nearly all actives have a fitted effect of over 55% in size
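Yeast A-beta toxicity model in growth medium with pinned compounds, 48 h at 30 C; growth read as absorbance at 600 nm. Normalized to FeCl3/clioquinol equimolar mix (positive) and DMSO (negative).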
TGFb inhibitor – qHTS for Inhibitors of TGF-b | HepG2 CAGA-GFP TGF-b/SMAD3 reporter, GFP fluorescence, 18 h; TGF-beta stimulated, 500 pg/mL final | actives 1.2% (n = 410,000) | AID 588855, 2011 | Potency, µM (titrated, usually from 46.1 µM), for inactives: at the highest dose activity, negative = inhibition, usual class: inhibitors; further: potency means the concentration at half of the fitted maximal effect; on the % scale 0 is the no-effect control and ±100 the full control effect; nearly all actives have a fitted effect of over 65% in size
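Inhibition was scored as loss of TGF-beta-induced (500 pg/mL final, 18 hours, 37 degrees C) GFP in HEPG2 cells carrying a CAGA-GFP reporter, in DMEM with 1% FBS. Well GFP was summed per cell; Activity was normalised to unstimulated and stimulated DMSO wells, then concentration-response fitting.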
Akt phos inh – HTS Assay for Inhibitors of Akt Phophorylation: Primary Screen. activity change, % for hits at 50 µM. actives 0.32% (n = 360,000). AID 651550, 2012. Neuro2A IGF-stimulated pAkt S473 HTRF, 20 min; stronger effect = lower value; in the data active means activity change below about -80%; inconclusive means mostly about -51% to -80%; further: on the % scale 0 is the no-effect control and ±100 the full control effect
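Neuro2A cells in DMEM with 0.5% FBS, overnight at 37 deg C, given compound at single 50 µM final, then IGF (6 nM final) for 20 min at 37 deg C. Lysed; phospho-Akt Ser473 by HTRF after 24 h, 665/615 ratio.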
* = called active by the depositor; i = inactive; ? = inconclusive; / = no result given; & = joins results of further samples; [ ] = another dose, or the depositor's remark. Unless noted, the call rests on the fitted dose curve; in most records, active means well fitted curve in the direction sought with a large enough effect; inconclusive means small, poorly fitted or top-dose-only effect, or another doubt; inactive means no such curve, though single readings can be large; an effect the other way counts as inactive or inconclusive.

SMILES | MmCpn inh | CCT modulator | A549 viability | HepG2 viability | Nrf2 activator | Nrf2 block | Abeta rescue | TGFb inhibitor | Akt phos inh
C[C@H]1CCCCO[C@H](CN(C)S(=O)(=O)c2cn(C)cn2)[C@@H](C)CN([C@@H](C)CO)C(=O)c2cc(NS(=O)(=O)c3ccccc3)ccc2O1 | / | -1.3 | / | 2.3% | 0.0% | / | 2.6% | 34.4%[activator] | i
COC(=O)NCC(c1ccco1)N1CCN(c2ccccc2)CC1 (centres undefined) | 2.9% | -0.1 | -0.5% | -7.6% | -0.8% | -4.5% | 2.9% | -3.8% | i
Cc1ccc(S(=O)(=O)N2CCCCC2)cc1C(=O)NC1CC(C)(C)NC(C)(C)C1 | -1.4% | -0.3 | -6.1% | 1.5% | -0.6% | 5.6% | -0.6% | -3.5% | i
Cc1c(Cl)cccc1NC(=O)CCC(=O)N/N=C/c1ccco1 | 2.3% | -1.2 | -3.0% | -0.6% | 9.0% | -13.8% | 3.9% | -11.3% | i
COc1ccc(Cc2nnc(SCC(=O)NC(C)c3ccccc3)o2)cc1 (centres undefined) | -1.4% | -0.4 | -1.2% | -0.7% | 0.3% | -23.0% | 7.9% | 6.4% | i
Cc1nc(C(F)(F)F)nc(Nc2ccc(N=Nc3ccccc3)cc2)c1C#N | 2.5% | -2.3 | 2.6% | 5.6% | -0.2%[9.22 µM] | 1.9% | -20.3% | 1.2% | i
CCCCC(CCC(=O)Nc1ccccc1C(=O)OCC)C(=O)O (centres undefined) | 1.5% | -0.9 | -11.0% | 1.5% | -0.7% | / | -8.3% | ? | i
Cc1c(Cc2ccccc2)[n+](=O)c2ccccc2n1[O-] | / | 1.4 | / | -71.6% | -0.9% | / | 3.0% | 2.8% | i
CN(c1ccccc1C(=O)NC1CCCCC1)S(=O)(=O)c1ccccc1 | 0.1% | -0.1 | 2.3% | -6.2% | -0.2% | -5.9% | 2.0% | -11.2% | i
Cc1ccc(NC(=O)c2oc3ccccc3c2NC(=O)C23CC4CC(CC(C4)C2)C3)cc1 | / | / | 4.1% | -14.4% | 0.4% | -10.2% | -4.1% | -4.2% | /
O=C1C=CC[C@H](/C=C/C[C@@H](O)C[C@H](O)CCc2ccccc2)O1 | / | -0.1 | 1.7% | -17.8% | 21.7% | 1.4% | 0.9% | -0.2% | i
Cc1[nH]c(C)c(S(=O)(=O)NCc2ccccc2Cl)c1C(=O)N1CCCC1 | 0.7% | 1.5 | -14.9% | -0.4% | 0.1% | ? | 12.1% | -5.9% | i
O=C(Nc1ccncc1)c1cc(-c2ccccn2)nc2ccc(Br)cc12 | 44.7µM* | -70.4* | -11.4% | 18.7% | 0.7% | 0.5% | -8.9% | -0.1% | i
O=S(=O)(NCCc1nnc2ccc(SCc3ccc(C(F)(F)F)cc3)nn12)c1ccccc1 | / | / | -1.6% | -22.0% | -0.6% | -28.1% | -9.3% | ? | /
COc1ccc(Cl)cc1NC(=O)C(C)N1CCc2ccccc21 (centres undefined) | 0.6% | 1.7 | 0.3% | -43.0% | -0.8% | ? | 9.3% | -14.1% | i
Cc1ccc(C(=O)CC2(O)C(=O)N(C)c3ccc(Br)cc32)c(C)c1 (centres undefined) | -3.6% | -3.7 | -0.8% | -0.5% | 0.6% | 13.9% | 2.3% | 11.9% | i
CC1CN(S(=O)(=O)c2cccc(C(=O)NNC(=O)C(C)Oc3ccccc3F)c2)CC(C)O1 (centres undefined) | -1.5% | -0.2 | -1.6% | -2.4% | -0.4% | 4.9% | 2.8% | 9.9% | i
Oc1ccc(CNC2CCCCC2)cc1 | -22.7% | -1.8 | 0.0% | -7.0% | 0.1% | / | -2.7% | -1.1% | i
O=C(Nc1cccc(C(=O)N2CCN(c3ccc(Cl)cc3)CC2)c1)c1nsc2ccccc12 | / | / | 2.0% | -37.6% | -1.6% | / | 6.3% | -10.5% | /
Cc1ccc(C)c(NC(=O)Cn2nnc(C(=O)NCc3ccco3)c2N)c1 | -1.7% | 0.9 | -5.4%&-10.1% | -7.7%&-1.1% | -0.2%&2.8% | 9.2%&-22.9% | 2.6%&-15.0% | 13.4%&-9.5% | i
C/C(CC(=O)Nc1cccnc1)=N/NC(=O)COc1ccc(Cl)cc1Br | 0.6% | -0.5 | -1.7% | -39.1% | 1.9% | -18.7% | -0.2% | -29.4% | i
COC(=O)C(Cc1cnc(Cl)s1)(C(=O)OC)c1ccc([N+](=O)[O-])cc1 | -0.9% | -2.7 | -16.9% | -12.1% | -0.2% | -22.6% | 1.3% | -8.4% | i
CCOc1ccc(N2CC(C(=O)NC3=NCCS3)CC2=O)cc1 (centres undefined) | 0.9% | -3.0 | -0.8% | -27.9% | -1.2% | -13.7% | -3.4% | -0.2% | i
Cc1ccc(Cl)cc1N1CCN(C(=O)c2nn(C)c3c2CS(=O)(=O)c2ccccc2-3)CC1 | / | / | -0.6% | -15.6% | -0.4% | 2.4% | 0.5% | -17.9% | /
CCCn1c(=O)c2sccc2n2c(CCCC(=O)NC3CCCCC3)nnc12 | / | / | -1.6% | -5.1% | -0.9% | 7.2% | 4.0% | -8.8% | /

Some of the entries so far, field by field:
CCCn1c(=O)c2sccc2n2c(CCCC(=O)NC3CCCCC3)nnc12
  MmCpn inh: /	CCT modulator: /	A549 viability: -1.6%	HepG2 viability: -5.1%	Nrf2 activator: -0.9%	Nrf2 block: 7.2%	Abeta rescue: 4.0%	TGFb inhibitor: -8.8%	Akt phos inh: /
Cc1nc(C(F)(F)F)nc(Nc2ccc(N=Nc3ccccc3)cc2)c1C#N
  MmCpn inh: 2.5%	CCT modulator: -2.3	A549 viability: 2.6%	HepG2 viability: 5.6%	Nrf2 activator: -0.2%[9.22 µM]	Nrf2 block: 1.9%	Abeta rescue: -20.3%	TGFb inhibitor: 1.2%	Akt phos inh: i

The results go on.
SMILES | MmCpn inh | CCT modulator | A549 viability | HepG2 viability | Nrf2 activator | Nrf2 block | Abeta rescue | TGFb inhibitor | Akt phos inh
CCC(C)NC(=O)CN(C1CCCCC1)S(C)(=O)=O (centres undefined) | 0.8% | -0.8 | 0.4% | -16.3% | -0.6% | -0.1% | 12.2% | -8.2% | i
CCN(CC(=O)Nc1c(F)cccc1F)C(=O)Cc1ccc(S(=O)(=O)N2CCOCC2)s1 | -2.0% | -1.0 | -7.1% | -4.3% | -0.2% | 8.3% | 8.7% | -20.3% | i
Cc1ccc2nc(-c3ccc(O)cc3)c(Nc3ccc4c(c3)OCCO4)n2c1 | -2.7% | 0.6 | -20.1%&-7.2% | -61.1%&-21.3% | ? | ? | -1.9%&-3.3% | -26.2%&-19.3% | i
CC(C)[C@H](NC(=O)OCc1ccccc1)C(=O)N[C@@H](Cc1c[nH]c2ccccc12)C(=O)O | -0.4% | -0.1 | -5.1% | -0.5% | -1.4% | 5.3% | -2.1% | 32.8% | i
Cc1ccc(NC(=O)CN(C)C(=O)c2ccc(NS(=O)(=O)c3ccc4[nH]c(=O)[nH]c4c3)cc2)cc1 | 1.2% | 2.1 | 6.2% | -1.0% | -0.5% | 0.5% | -11.2% | -5.6% | i
O=C(NCCCn1ccnc1)c1ccco1 | -0.1% | -2.7 | -1.0% | -3.4% | -0.5% | 9.8% | -4.6% | -10.3% | i
Cc1cc2ccccn2c1C(=O)c1nc(NCc2ccccc2)ncc1Cl | -1.1% | -2.9 | -2.5% | -1.0%&0.7% | 3.7% | ? | -10.4% | -19.8%&4.8% | i
Cc1ccnn1CC(=O)N/N=C/c1ccc([N+](=O)[O-])s1 | -0.5% | 0.0 | -22.3% | -122.0% | 0.6% | 25.9µM* | 10.8% | 11.2µM* | i
COc1ccc(NC(=O)NNS(=O)(=O)c2cc(C)ccc2C)cc1OC | ? | 0.5 | -2.8% | -18.5% | -0.5% | -0.9% | -9.5% | 8.6% | i
CCCS(=O)(=O)NC(=O)C1(C)CCCN(C(=O)c2ccccc2)C1 (centres undefined) | / | 0.7 | / | 0.1% | -0.2% | / | -3.3% | 4.4% | i
Cn1c(-c2ccc3c(c2)OCO3)cnc1NC(=O)CCC(=O)NCCc1ccccc1 | -1.2% | 0.2 | / | 3.3% | 3.3% | 25.1% | 23.1% | 14.6% | i
COc1ccc(NC(=O)C2CCCN(S(=O)(=O)c3ccc4c(c3)oc(=O)n4C)C2)c(OC)c1 (centres undefined) | -1.1% | -1.2 | 5.8%&-7.2% | 2.9%&-1.9% | -0.6%&-0.4% | ? | 2.5%&2.2% | -10.4%&-9.2% | i
CCCCN(CC)C(=O)/C=C/c1cccc([N+](=O)[O-])c1 | 0.3% | 2.7 | -7.4% | 11.0% | 3.2% | 10.0% | 4.7% | -6.7% | i
Clc1ccc(N2COC3c4cccc5cccc(c45)C32)cc1 (centres undefined) | -1.8% | -1.4 | -0.9% | -30.7% | 9.2% | 2.5% | -5.0% | -15.8% | i
CCCCC(CC)CNC(=O)Cc1ccc(-n2c(=O)[nH]c3ccccc3c2=O)cc1 (centres undefined) | / | / | ? | -28.7% | -0.1% | / | 15.4% | ? | /
O=C(CSc1nc(-c2ccccc2)c(-c2ccccc2)o1)N1CCOCC1 | -6.5% | 1.4 | 16.0% | -12.4% | -0.7% | ? | 8.6% | -19.1% | i
CCOC(=O)Cc1csc(NC(=O)c2ccncc2)n1 | -2.3% | -9.3 | -7.1% | 1.4% | -0.4% | ? | 6.8% | -13.6% | i
